p53 PUMA act = re-activators of the mutant p53 pathway; SW480 PUMA-promoter luciferase, p53 mutant reactivation; activation, % at 9.98 µM; 1.5% of 28,000 active; AID 624151; in the data active = activation above about 52%; inconclusive = no clear call, values can overlap the other calls
STK33 inh = blocks human STK33 kinase activity | ADP-Glo luminescence, MBP substrate | Q9BYT3 | inhibition, % at 12.5 µM | AID 2322 | 0.44% of 27,000 active; in the data active = inhibition above about 20%; inconclusive = no clear call, values can overlap the other calls
Target sequence (Q9BYT3 whole entry, looked up): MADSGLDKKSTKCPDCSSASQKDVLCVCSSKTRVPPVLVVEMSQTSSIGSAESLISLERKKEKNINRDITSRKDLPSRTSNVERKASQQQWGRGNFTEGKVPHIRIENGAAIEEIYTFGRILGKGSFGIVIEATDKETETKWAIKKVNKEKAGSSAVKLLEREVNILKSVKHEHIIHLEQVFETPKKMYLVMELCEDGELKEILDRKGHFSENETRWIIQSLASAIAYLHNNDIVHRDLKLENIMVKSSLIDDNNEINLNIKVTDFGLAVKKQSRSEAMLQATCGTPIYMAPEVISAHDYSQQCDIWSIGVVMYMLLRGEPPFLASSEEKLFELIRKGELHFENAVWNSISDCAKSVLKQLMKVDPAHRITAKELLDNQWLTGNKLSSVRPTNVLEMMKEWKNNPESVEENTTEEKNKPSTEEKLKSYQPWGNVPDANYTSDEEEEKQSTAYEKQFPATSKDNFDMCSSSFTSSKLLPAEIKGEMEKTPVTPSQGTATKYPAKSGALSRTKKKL
* hit, by the source's call; ? = inconclusive; / = not tested or not shown. A portion of the library (hit frequency here may not be typical).

SMILES	p53 PUMA act	STK33 inh
Cc1noc(C)c1NC(=O)Nc1cccc2c1O[C@@H](CN(C)Cc1ccc(C(=O)O)cc1)[C@H](C)CN([C@@H](C)CO)C2=O	-4.8	/
COc1ccc(NC(=O)N(C)C[C@@H]2Oc3ccc(NC(=O)Cc4ccccc4)cc3CC(=O)N([C@H](C)CO)C[C@@H]2C)cc1	/	-1.5
Cc1cc(C)cc(N(C(C)C(=O)Nc2cccc(Cl)c2)S(C)(=O)=O)c1 (configuration not stated)	-10.6	2.4
C[C@H](CO)N1C[C@H](C)[C@@H](CN(C)Cc2ccc(C(F)(F)F)cc2)Oc2c(cccc2N(C)C)C1=O	4.0	/
Cc1ccc(-c2nn(CC(=O)NCCN3CCOCC3)c(=O)c3ccccc23)cc1	4.3	-2.0
C[C@@H]1CN([C@H](C)CO)S(=O)(=O)c2ccc(C3=CCCC3)cc2O[C@H]1CN(C)C(=O)Cc1ccncc1	5.0	/
COc1ccc(Cl)cc1NC(=O)C(C)n1cc([N+](=O)[O-])cn1 (configuration not stated)	4.4	-4.1
C[C@H](CO)N1C[C@H](C)[C@@H](CN(C)C(=O)Nc2ccc3c(c2)OCCO3)OCc2cnnn2CCCC1=O	/	3.5
COc1ccccc1NC(=O)CN1C(=O)C2C3CCC(C3)C2C1=O (configuration not stated)	-2.9	-1.3
CNC[C@@H]1Oc2cc(C#CCOC)ccc2S(=O)(=O)N([C@H](C)CO)C[C@H]1C	1.7	/
COc1ccc(OC(=O)N(C)C[C@H]2OCc3cn(nn3)CCCC(=O)N([C@H](C)CO)C[C@H]2C)cc1	/	0.1
N#Cc1c(NC(=O)CN2CCN(Cc3ccccc3)CC2)sc2c1CCCC2	-14.6	1.0
C[C@@H]1CN([C@@H](C)CO)C(=O)c2cc(NS(=O)(=O)c3cccs3)ccc2O[C@@H]1CN(C)C(=O)Nc1ccc2c(c1)OCO2	9.2	/
Cc1ccc(S(=O)(=O)Nc2ccc3c(c2)CC(=O)N([C@H](C)CO)C[C@@H](C)[C@@H](CN(C)S(=O)(=O)c2c(C)noc2C)O3)cc1	/	-2.8
N#Cc1c(NC(=O)Cn2c(=O)oc3ccccc32)sc2c1CCCC2	2.9	-0.2
COc1ccc(S(=O)(=O)Nc2cccc3c2O[C@@H](CN(C)CC2CC2)[C@H](C)CN([C@H](C)CO)C3=O)cc1	-4.0	/
CCOC(=O)c1c(NC(=O)c2ccc(C)c(S(=O)(=O)N3CCOCC3)c2)sc2c1CCC2	26.8	0.6
C[C@@H]1CN([C@@H](C)CO)C(=O)c2cccc(NC(=O)c3ccncc3)c2O[C@@H]1CN(C)CC1CC1	-3.6	/
Cc1cc(C)c2oc(-c3ccc(NC(=O)COc4ccc([N+](=O)[O-])cc4)cc3)nc2c1	12.6	0.9
COC(=O)c1ccccc1NC(=O)CSc1nc2c(cc1C#N)CCCCC2	32.3	?
O=c1cc(Nc2ccccc2)cc[nH]1	-10.5	/
CC1OC(OCC2OC(O[C@H]3CC[C@@]4(C)C(CC[C@@]5(C)C6=C(CCC45)C4CC(C)(C)CC[C@]4(C(=O)OC4OC(CO)C(O)C(O)C4O)CC6)C3(C)C)C(O)C(O)C2O)C(O)C(O)C1O (some centres not stated)	-0.4	-5.7
C[C@H]1CN([C@@H](C)CO)C(=O)c2cc(C#Cc3ccccn3)cnc2O[C@@H]1CN(C)Cc1cccnc1	20.4	/
Cc1cccc(NC(=O)c2ccc(OC(C)C(=O)Nc3ccc(Br)cc3)cc2)c1C (configuration not stated)	-27.8	5.1

An excerpt of these results, field by field:
molecule: N#Cc1c(NC(=O)Cn2c(=O)oc3ccccc32)sc2c1CCCC2
  p53 PUMA act: 2.9	STK33 inh: -0.2

molecule: COC(=O)c1ccccc1NC(=O)CSc1nc2c(cc1C#N)CCCCC2
  p53 PUMA act: 32.3	STK33 inh: ?

molecule: COc1ccc(Cl)cc1NC(=O)C(C)n1cc([N+](=O)[O-])cn1 (configuration not stated)
  p53 PUMA act: 4.4	STK33 inh: -4.1

(cont.)
SMILES	p53 PUMA act	STK33 inh
C[C@@H]1CN([C@H](C)CO)C(=O)c2cccc(NC(=O)Nc3cccc4ccccc34)c2O[C@H]1CN(C)C(=O)Nc1ccc(F)cc1	-4.4	/
O=C(CCn1cnc2ccccc2c1=O)Nc1ccc(F)c(C(F)(F)F)c1	11.8	3.5
COc1ccc(C)cc1S(=O)(=O)N(C)CC(=O)Nc1ccc2c(c1)OCCO2	4.2	-0.6
C[C@@H]1CCCCO[C@@H](CN(C)C(=O)CCC(F)(F)F)[C@H](C)CN([C@H](C)CO)C(=O)c2cc(N(C)C)ccc2O1	4.7	/
COc1ccc(CN(C)C[C@@H]2Oc3ccc(NC(=O)Nc4ccc(C(F)(F)F)cc4)cc3C(=O)N([C@H](C)CO)C[C@H]2C)cc1	-28.8	-0.8
Cc1ccc(CN(C)C[C@H]2OCc3cnnn3CCCC(=O)N([C@H](C)CO)C[C@@H]2C)cc1	/	-6.3
COc1ccc(NC(=O)N(C)C[C@H]2OCCCC[C@@H](C)Oc3ccc(NC(=O)CCC(F)(F)F)cc3C(=O)N([C@H](C)CO)C[C@@H]2C)cc1	/	-2.0
C[C@H](CO)N1C[C@H](C)[C@H](CN(C)S(=O)(=O)c2cn(C)cn2)Oc2ncc(C#Cc3ccc(F)cc3)cc2C1=O	/	-1.3
CC(C(=O)Nc1cccc([N+](=O)[O-])c1)N1C(=O)C2C3C=CC(C4CC34)C2C1=O (configuration not stated)	-2.7	-3.2
CCC(C)CCC(O)C1=C(C)C(O)OC1=O (configuration not stated)	-5.5	-1.0
COc1ccc(NC(=O)N(C)C[C@H]2Oc3ccc(NS(=O)(=O)c4cccs4)cc3CC(=O)N([C@H](C)CO)C[C@H]2C)cc1	/	-2.1
C[C@H]1CCCCO[C@H](CN(C)Cc2ccccc2)[C@@H](C)CN([C@@H](C)CO)C(=O)c2cc(NC(=O)CCC(F)(F)F)ccc2O1	-4.3	/
C[C@@H]1CN([C@H](C)CO)C(=O)CCCn2nncc2CO[C@@H]1CN(C)C(=O)Nc1cccc(Oc2ccccn2)c1	/	1.1
Cc1ccc(C)c(S(=O)(=O)NC(C)C(=O)Nc2ccc(Br)cc2F)c1 (configuration not stated)	-6.3	-2.1
COc1cc(NC(=O)CSc2nc(C)cc(C)n2)cc(OC)c1OC	-13.9	-3.8
C[C@H](CO)N1C[C@H](C)[C@H](CN(C)S(=O)(=O)c2ccccc2)Oc2ccc(NC(=O)CCC(F)(F)F)cc2C1=O	/	-1.2
Cc1cc(C(=O)Nc2ccc(S(=O)(=O)Nc3nccs3)cc2)c(C)o1	15.2	-8.7
CS(=O)(=O)N(CC(=O)Nc1cc(Cl)ccc1Oc1ccccc1)c1ccccc1Br	-9.9	3.6
O=C(COc1ccccc1)Nc1ccc([N+](=O)[O-])cc1O	3.2	4.0
CCOc1ccc(Oc2nc(N(CC)CC)nc(N3CCOCC3)n2)nn1	9.1	-1.0
COc1cccc(C(=O)N(Cc2nc(-c3ccc(C)cc3)no2)C(C)C)c1	-7.6	-0.8
O=C(NCCCN1CCCC1=O)Nc1ccc(Br)cc1	1.2	-2.1
C[C@H](CO)N1C[C@H](C)[C@H](CN(C)S(=O)(=O)c2cccs2)Oc2ccc(NC(=O)Cc3ccccc3)cc2CC1=O	5.6	2.0
CC(C)NC(=O)N(C)C[C@@H]1Oc2ccc(NC(=O)c3ccncc3)cc2C(=O)N([C@H](C)CO)C[C@@H]1C	/	-0.7
C[C@@H](NC(=O)C[C@H]1C[C@@H]2c3cc(NS(=O)(=O)c4ccc(F)cc4)ccc3O[C@@H]2[C@@H](CO)O1)c1ccccc1	-6.7	/
Cc1c(N=C2NC(=O)C(CC(=O)Nc3ccccc3)S2)c(=O)n(-c2ccccc2)n1C (configuration not stated)	-14.0	-3.7
C[C@@H]1CCCCO[C@@H](CN(C)C(=O)c2ccccc2)[C@H](C)CN([C@H](C)CO)C(=O)c2cc(NS(=O)(=O)c3ccccc3)ccc2O1	-13.3	/
COc1cc(OC)c(NC(=O)CSc2nnc(-c3ccncc3)n2C)cc1Cl	12.4	-0.3
COc1ccc([Si](C)(C)[C@@H]2[C@@H](CCO)O[C@]3(C(=O)N(Cc4ccc(N5CCC5=O)cc4)c4ccccc43)[C@H]2C)cc1	/	?
C[C@@H]1CN([C@@H](C)CO)C(=O)c2cccc(NC(=O)C3CCOCC3)c2O[C@H]1CN(C)C(=O)Nc1cccc2ccccc12	0.2	/
C[C@@H]1CN([C@@H](C)CO)C(=O)c2cc(NC(=O)CCN3CCOCC3)ccc2O[C@@H]1CN(C)C	-8.2	/
C[C@@H]1CCCCO[C@H](CN(C)Cc2ccc(C(=O)O)cc2)[C@H](C)CN([C@H](C)CO)C(=O)c2cc(NC(=O)c3ccncc3)ccc2O1	1.5	/
CC(C)NC(=O)N(C)C[C@@H]1Oc2ccc(NC(=O)Nc3ccccc3)cc2CC(=O)N([C@H](C)CO)C[C@H]1C	/	-6.9
C=CCn1c(=O)c(C(=O)NCCO)c(O)c2ccccc21	5.3	-1.5
COc1cccc(S(=O)(=O)N(C)C[C@@H]2OCc3cnnn3CCCC(=O)N([C@H](C)CO)C[C@H]2C)c1	/	-1.4
Cc1cc(C(=O)Nc2cccc3c2O[C@H](CN(C)C(=O)NC2CCCCC2)[C@H](C)CN([C@@H](C)CO)C3=O)n(C)n1	-0.7	/
C[C@@H]1CN([C@H](C)CO)C(=O)CCCn2nncc2CO[C@H]1CN(C)S(=O)(=O)c1cccc(C#N)c1	/	4.7
COc1cc2c(c(O)c1CO)C(=O)CCC2O (configuration not stated)	2.5	0.0
COc1ccc(NC(=O)Nc2ccc3c(c2)CC(=O)N([C@H](C)CO)C[C@H](C)[C@H](CN(C)S(=O)(=O)c2ccc(OC)cc2)O3)cc1	/	0.7
Cc1ccc(S(=O)(=O)N(C)CCCc2nc3ccccc3[nH]2)cc1	7.7	-1.5
C=CCNC(=O)[C@H]1[C@@H]2C(=O)O[C@@H](c3ccccc3)[C@@H](c3ccccc3)N2[C@@H](c2ccccc2OCCO)[C@]12C(=O)Nc1ccc(C#CC3(O)CCCCCC3)cc12	/	9.6
COc1ccc(OC(=O)N(C)C[C@@H]2OCc3cn(nn3)CCCC(=O)N([C@H](C)CO)C[C@@H]2C)cc1	/	-1.6
Cc1ccc(C(=O)COc2cccc(NC(=O)c3cccs3)c2)cc1C	19.0	5.8
C[C@H]1CCCCO[C@@H](CN(C)S(=O)(=O)c2ccc(F)cc2)[C@@H](C)CN([C@@H](C)CO)C(=O)c2cc(NC(=O)C3CCCCC3)ccc2O1	-26.5	/
Cc1ccc(S(=O)(=O)NC(C)C(=O)Nc2c(C)cc(C)cc2C)cc1 (configuration not stated)	-13.8	-2.6
C[C@@H]1CN([C@H](C)CO)C(=O)c2cccc(NS(C)(=O)=O)c2O[C@@H]1CN(C)Cc1ccc(C(F)(F)F)cc1	5.3	/
COc1cc(NC(=O)COc2ccc(C(C)C)cc2)ccc1-c1cc2ccccc2oc1=O	21.1	1.0
COC(=O)c1ccccc1NC(=O)COc1ccc(C(C)C)cc1Br	54.0*	-1.1

In a second layout: results already given.
Compound | p53 PUMA act | STK33 inh
Cc1ccc(S(=O)(=O)NC(C)C(=O)Nc2c(C)cc(C)cc2C)cc1 (configuration not stated) | -13.8 | -2.6
C[C@@H]1CN([C@H](C)CO)C(=O)c2cccc(NS(C)(=O)=O)c2O[C@@H]1CN(C)Cc1ccc(C(F)(F)F)cc1 | 5.3 | /

Following part.
SMILES	p53 PUMA act	STK33 inh
Cc1ccccc1S(=O)(=O)N(C)C[C@H]1OCc2cn(nn2)CCCC(=O)N([C@H](C)CO)C[C@H]1C	/	0.6
Cc1ccc(S(=O)(=O)Nc2ccc3c(c2)CC(=O)N([C@@H](C)CO)C[C@H](C)[C@H](CN(C)S(=O)(=O)c2c(C)noc2C)O3)cc1	/	-1.2
C[C@H]1CN([C@@H](C)CO)S(=O)(=O)c2ccc(C#CC3(O)CCCC3)cc2O[C@@H]1CN(C)C(=O)Nc1ccccc1	-29.9	/
COc1ccc(Oc2c(C(F)(F)F)oc3cc(OCC(=O)Nc4ccccc4F)ccc3c2=O)cc1	-38.9	5.8
C[C@H]1CN([C@@H](C)CO)C(=O)c2cc(NC(=O)Nc3ccc(C(F)(F)F)cc3)ccc2O[C@H]1CN(C)Cc1ccccc1	/	-1.1
Cc1ccc(S(=O)(=O)Nc2ccc3c(c2)C(=O)N([C@H](C)CO)C[C@H](C)[C@H](CN(C)Cc2ccc(-c4ccccc4)cc2)O3)cc1	/	1.3
Cc1noc(C)c1NC(=O)Nc1ccc2c(c1)CC(=O)N([C@H](C)CO)C[C@H](C)[C@H](CN(C)Cc1ccc(C(F)(F)F)cc1)O2	5.2	-5.2
C[C@H](CO)N1C[C@H](C)[C@H](CN(C)C(=O)NC2CCCCC2)Oc2ccc(NS(=O)(=O)c3cccs3)cc2CC1=O	/	0.2
NNC(=O)Cc1cc(Br)sc1Br	13.7	/
C[C@@H]1CCCCO[C@@H](CN(C)S(C)(=O)=O)[C@@H](C)CN([C@H](C)CO)C(=O)c2cc(NC(=O)C3CCCCC3)ccc2O1	/	-0.8
C[C@@H]1CCCCO[C@H](CN(C)Cc2ccc3c(c2)OCO3)[C@@H](C)CN([C@H](C)CO)C(=O)c2cc(NC(=O)Nc3ccc(C(F)(F)F)cc3)ccc2O1	/	3.2
COc1ccc(CN(C)C[C@H]2Oc3ccc(NS(=O)(=O)c4ccccc4)cc3CC(=O)N([C@H](C)CO)C[C@H]2C)cc1	/	-13.6
COc1ccc(NC(=O)Nc2ccc3c(c2)CC(=O)N([C@@H](C)CO)C[C@@H](C)[C@@H](CN(C)C(=O)NC(C)C)O3)cc1	/	3.4
CC(C)NC(=O)N(C)C[C@H]1Oc2ccc(NC(=O)CCCN(C)C)cc2CC(=O)N([C@@H](C)CO)C[C@@H]1C	3.9	0.6
